S3 lipid droplet: qHTS Assay for Lipid Storage Modulators in Drosophila S3 Cells; Potency in µM for hits, for the others lipid storage change, negative = inhibition, % at the top dose, mostly 46.1 µM; 320,000 compounds, 0.64% hits; AID 2685; Drosophila S3 cells, BODIPY lipid droplet fluorescence, 18-24 h; cells fed with added oleic acid; active = well fitted inhibition curve with a large enough effect in the signal ratio, with a control signal flat, not every such curve was filed as active; inconclusive = small, poorly fitted or top-dose-only effect, or effect the other way, or a change in a side signal; the % refers to the signal ratio
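Laser-scanning cytometry quantifies lipid droplet accumulation (500–530 nm total intensity; droplet/cell object ratio) in oleic acid-fed (400 uM added) Drosophila S3 cells treated with a concentration series. 20 uM Triacsin C defined 100% inhibition.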
S3 lipid droplet cell count max: second read-out of S3 lipid droplet, no call of its own (marks repeat the call); cell number change, %; measured here: cell count max response;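 cells counted by Cell Tracker Red CMTPX staining in the red channel; peak over a dose series mostly up to 46.1 µM; percent activity relative to internal control wells on each plate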
An asterisk follows results filed as active; i = inactive; ? = inconclusive; . = not tested or not shown; [ ] = another dose, or the depositor's remark. % is set by controls: 0 for no effect and ±100 for the full control effect; potency is the fitted concentration of half-maximal effect.

SMILES | S3 lipid droplet | S3 lipid droplet cell count max
CCS(=O)(=O)c1nc(S(=O)(=O)c2ccc(C)cc2)c(N2CC(C)CC(C)C2)s1 (centres undefined) | ? | .
CCN1CCN(C(CNS(=O)(=O)c2ccc(OC)c(C)c2)c2cccnc2)CC1 (centres undefined) | ? | .
CN(CC(=O)Nc1ccccc1Br)C(=O)CN1CCN(Cc2ccc(Cl)cc2)CC1 | 17% | 36
CC(C)(C)c1ccc(S(=O)(=O)N2C=CC(C(F)(F)F)=NCC2)cc1 | ? | .
COc1cc(C=O)ccc1OC(=O)c1ccc(C(C)C)cc1 | ? | .
COc1ccc(S(=O)(=O)Nc2ccc(N3CCOCC3)cc2)cc1[N+](=O)[O-] | 0% | 3
Cc1cccn2c1nc(=S)n2C(=O)c1ccco1 | 14% | 9
Cc1cc(C)cc(OCC(=O)Nc2cc(NC(=O)COc3cc(C)cc(C)c3)cc(C(=O)O)c2)c1 | 0% | -13
S=c1[nH]nc(C2CCCCC2)o1 | ? | .
COc1ccc(-n2ccnc2)cc1 | ? | .
O=C(/C=C/c1ccc(Cl)cc1)Nc1ccc(CN2CCOCC2)cc1 | 15% | 7
CN(C(=O)c1ccco1)c1nc(-c2ccccc2)cs1 | 2% | 4
CCC(Sc1ccc2nnc(CCNS(=O)(=O)c3ccc(OC)cc3)n2n1)C(=O)OC (centres undefined) | ? | .
COc1ccc(-c2csc(N(CCCN(C)C)C(=O)c3ccc(F)cc3)n2)cc1 | -25% | -12
Cc1cccc(C(=O)OCc2cncs2)c1 | 4% | 4
CCOC(=O)c1c(-c2cccs2)csc1NC(=O)c1ccncc1 | ? | .
COc1ccc(Br)cc1CNC(=O)CN1C(=O)C(c2ccccc2)Oc2cccnc21 (centres undefined) | ? | .
CCCN(CCO)C1CCN(CCc2ccccc2)CC1 | ? | .
CC(=O)c1sc(NC(=O)C(C)(C)C)nc1C | 0% | -2
O=C(OCc1ccc(Br)cc1)c1cccc(S(=O)(=O)N2CCCC2)c1 | 7% | 7
O=C(/C=C/Nc1ccc(Oc2ccccc2)cc1)c1ccco1 | ? | .
NC(N)=NCCCC(NC(=O)c1ccccc1)C(=O)Nc1ccc([N+](=O)[O-])cc1 (centres undefined) | -30% | .
CS(=O)(=O)Nc1ccc(C2=NN(S(=O)(=O)c3ccc(F)cc3)C(c3ccco3)C2)cc1 (centres undefined) | ? | .
COc1ccc(CNC(=O)CNC(=O)c2sc3ccccc3c2Cl)cc1OC | ? | .
CC(Oc1ccc(Cl)cc1)C(=O)Nc1nccs1 (centres undefined) | i | -1
(more compounds)
SMILES | S3 lipid droplet | S3 lipid droplet cell count max
Clc1ccc(/C=C\c2nccc3c2[nH]c2ccccc23)cc1 | ? | .
CC1(O)CC(c2ccc(Cl)cc2)=NN1C(=O)c1ccc([N+](=O)[O-])cc1 (centres undefined) | -7% | -3
Cc1ccc(NS(=O)(=O)c2c(C)[nH]c(=O)[nH]c2=O)c(C)c1 | ? | .
COc1ccccc1Nc1nc(-c2sc(NC(=O)c3ccco3)nc2C)cs1 | ? | .
CCc1nccn1CCC(=O)N1CCCC(Nc2ccc(C(C)C)cc2)C1 (centres undefined) | ? | .
CCCNC(=O)c1c(NC(=O)C2COc3ccccc3O2)sc2c1CCCC2 (centres undefined) | 3% | -10
COc1ccc(OC)c(/C=C/C(=O)c2ccc(Cl)cc2)c1 | ? | .
CN(C(=O)COc1ccc2c(-c3ccccc3)cc(=O)oc2c1)C1CCS(=O)(=O)C1 (centres undefined) | i | -7
COc1cc2oc(=O)ccc2c(OC)c1CC(O)C(C)(C)O (centres undefined) | -18% | -10
CC(C)NC(=S)NCc1cccs1 | 1% | 12
O=C(CCCCCNC(=O)c1ccccc1Cl)N/N=C/c1ccco1 | ? | .
COCCn1c(=NC(=O)c2cc(-c3cccs3)nc3ccccc23)sc2cc(S(N)(=O)=O)ccc21 | ? | .
COC(=O)c1c(NC(C)=O)sc(C(=O)N2CCOCC2)c1C | ? | .
CCCCNS(=O)(=O)c1ccc2nc(SCC(=O)Nc3ccccc3)[nH]c2c1 | ? | .
Cc1ccc(NS(=O)(=O)c2c(C)[nH]c(C)c2C(=O)N2CCCCC2)cc1C | ? | .
CC(=O)c1cc2c(cc1NC(=O)c1c(-c3ccccc3)noc1C)OCO2 | -7% | -11
COc1cc(C=O)c(Cl)cc1OCC(N)=O | ? | .
CCCCCN(C(=O)CN1CCC(Cc2ccccc2)CC1)c1c(N)n(CCCC)c(=O)[nH]c1=O | 12% | 28
Cc1ccc(C(=O)NCCOc2cccc3cccnc23)cc1Cl | ? | .
CC(C)N(Cc1ccccc1)C(=O)c1cnc2n(c1=O)CCS2 | ? | .
CC(=O)C(C)Sc1nnc(-c2ccccc2F)n1C1CC1 (centres undefined) | ? | .
CSCCC(NS(=O)(=O)c1ccc(Cl)c(Cl)c1)C(=O)O (centres undefined) | ? | .
Cc1cc(C)n2nc(S(=O)(=O)Nc3c(Cl)cccc3Cl)nc2n1 | ? | .
CCOc1ccc(CN2CCC(C(=O)Nc3cccc(-c4ccn[nH]4)c3)CC2)cc1Cl | ? | .
CC1=C(C(N)=O)C(c2ccccc2)n2nc(-c3cccs3)nc2N1 (centres undefined) | ? | .
The list goes on:
SMILES | S3 lipid droplet | S3 lipid droplet cell count max
Nn1cnnc1N/N=C\c1ccc(-c2ccccc2[N+](=O)[O-])o1 | ? | .
O=C(N/N=C/c1cc([N+](=O)[O-])ccc1O)C12CC3CC(CC(C3)C1)C2 | ? | .
O=c1c2nnn(-c3cccc(F)c3)c2ncn1Cc1ccccn1 | ? | .
Cc1cc(C(=O)Nc2ccccn2)cs1 | 3% | 3
O=C(COc1ncnc2ccccc12)N1CCN(S(=O)(=O)c2ccccc2)CC1 | i | 28
O=C(O)c1cccc(CSc2ncn[nH]2)c1 | 5% | 8
CCN(CC(=O)Nc1ccc(NC(C)=O)cc1)C(=O)c1ccc(NC2CC2)c([N+](=O)[O-])c1 | ? | .
CCC(CCC(=O)Nc1cccc([N+](=O)[O-])c1)C(=O)O (centres undefined) | ? | .
COCCn1cnc2c1c(=O)n(Cc1ccc(C#N)cc1)c(=O)n2Cc1ccccc1 | -6% | -25
O=C(N/N=C/c1cccs1)c1[nH]ncc1Br | ? | .
O=C(CCC1CCCN(Cc2ccc3c(c2)OCCO3)C1)NCc1ccccc1F (centres undefined) | 18% | 18
Nc1c([N+](=O)[O-])c(=O)sc2ccccc12 | ? | .
O=C1CN(C(=O)COc2ccc(F)cc2Br)c2ccccc2N1 | ? | .
Cc1c(NC(=O)c2cccc(F)c2)c(=O)n(-c2ccccc2)n1C | ? | .
COc1cc(NC(=S)NCCN2CCOCC2)cc(OC)c1OC | 5% | 7
CCC(Sc1nc(-c2cccc(OC)c2)c(C#N)c(=O)[nH]1)C(=O)Nc1nnc(C(C)C)s1 (centres undefined) | 23% | 13
COc1ccc(C(=O)NCC(=O)OCc2ccc(Cl)cc2Cl)cc1OC | ? | .
Cc1occc1-c1nnc(SCC(=O)Nc2ccccn2)o1 | -3% | -7
c1ccc(N2CCN(c3ccccc3)C2c2ccncc2)cc1 | i | -16
Cc1ccc2nc(Cl)c3cc(C(=O)N(CCN(C)C)Cc4ccco4)sc3c2c1 | 0% | 4
CCOCCCNC(=O)CSc1nnc(-c2ccc(S(=O)(=O)N3CCCC3)cc2)n1C | i | 8
O=C(/C=C/c1ccco1)c1ccccc1O | 6% | -5
CCOc1cc(CNc2ccc(Br)cc2)cc(Br)c1OCC(=O)NC(C)(C)C | ? | .
CN(Cc1nc2ccccc2[nH]1)C(=O)C1CCC(=O)N(CCc2cccc(F)c2)C1 (centres undefined) | -8% | 1
CCCCNC(=O)CCSc1nc2nc(C)cc(C)n2n1 | 10% | 7
The list continues:
SMILES | S3 lipid droplet | S3 lipid droplet cell count max
O=C(O)c1ccc2c3c(cccc13)C(=O)N(c1cccc3ccccc13)C2=O | 3% | 2
CC(=O)Nc1nnc(SCC(=O)N2CCN(Cc3ccccc3)CC2)s1 | 3% | 9
COc1ccccc1C(CNc1ncccc1[N+](=O)[O-])N(C)C (centres undefined) | i | -2
CCCN(C(=O)Cn1c(C(F)(F)F)nc2ccccc21)C1CCS(=O)(=O)C1 (centres undefined) | -12%[0.0737 µM] | .
O=c1cc(CN2CCN(Cc3ccccc3)CC2)c2cc3c(cc2o1)CCC3 | 20% | -10
COc1cccc(-c2nc3c(c(SCC(=O)N4CCOCC4)n2)Cc2c(CO)cnc(C)c2O3)c1 | 0.65µM* | .
Cc1cccc(Nc2nc(NCC3CCCO3)nc(N)c2[N+](=O)[O-])c1 (centres undefined) | ? | .
N/C(=N\OC(=O)CC1CCCCC1)c1ccc(Br)cc1 | ? | .
CN(C(=O)COC(=O)CCC(=O)c1ccc(Cl)cc1)c1c(N)n(Cc2ccccc2)c(=O)[nH]c1=O | i | -11
c1coc(CNCc2cccs2)c1 | 0% | -13
C#CC(CC)(CC)NC(=O)/C=C/C(=O)O | ? | .
NS(=O)(=O)c1cc(C(=O)NC2CCSc3ccccc32)ccc1Cl (centres undefined) | ? | .
O=C(Nc1ccc2nc(-c3cccnc3)[nH]c2c1)c1ccco1 | -8% | .
Cc1ccccc1-n1nc(C(=O)c2cccs2)cc(-c2nc3ccccc3[nH]2)c1=N | 4% | -4
COc1cc(CNC(=O)CCC(=O)N2C[C@H]3C[C@H](C2)c2cccc(=O)n2C3)cc(OC)c1OC | ? | .
Cc1ccc2c(COC(=O)C34CC5CC(CC(C5)C3)C4)cc(=O)oc2c1 | ? | .
O=C(Nc1ccc2c3c(cccc13)CC2)c1ccco1 | ? | .
Cc1sc(NC(=O)Cn2cnnn2)nc1-c1ccc(Cl)cc1 | ? | .
CC(=O)c1c(C)[nH]c(C(=O)N2CCN(c3ccc(F)cc3)CC2)c1C | ? | .
CCCCNC(=S)N(C)/N=C/c1ccc(OCC(=O)Nc2ccc(OC)cc2)c(OC)c1 | ? | .
COc1ccc(/C=C/c2ccc3cccc(O)c3n2)c(OC)c1OC | ? | .
COc1cccc(N(CC(=O)NC2CC3CCC2C3)S(=O)(=O)c2ccccc2)c1 (centres undefined) | ? | .
CCc1ncc(CN2CCCCC2C(=O)Nc2ccc(Oc3ccccc3)nc2)cn1 (centres undefined) | ? | .
Cc1[nH]nc2c1C(c1cccs1)C1=C(CCCC1=O)N2 (centres undefined) | ? | .
CCc1nc2ccccc2n1Cc1ccccc1OC | ? | .
The listing continues.
SMILES | S3 lipid droplet | S3 lipid droplet cell count max
COc1ccc(O)c(CNn2c(-c3ccc(Br)cc3)nc3ccccc3c2=O)c1 | -14% | -19
O=C(CSc1nnc2nnc3ccccc3n12)N1CCOCC1 | -23% | 4
CN(Cc1ccon1)C(=O)CCc1nnc(Cc2ccc(-c3ccccc3)cc2)o1 | -12% | 3
CCc1cc(C(=O)Nc2ccc(C)cc2Br)cs1 | -7% | -7
Cn1c(=O)c2[nH]c(N3CCN(c4ccccn4)CC3)nc2n(C)c1=O | ? | .
COc1cccc(OC)c1OCCCOc1cccc2cccnc12 | ? | .
CCOP(=O)(OCC)C(NC(=O)Nc1ccc(Cl)cc1)c1ccccc1 (centres undefined) | 3% | -12
Cc1ccc(C(=O)Nc2nnc(C)s2)cc1 | -6% | 2
Cc1ccc(NC(=O)C(NC2CCCc3ccccc32)c2ccccc2)cc1Cl (centres undefined) | 25% | 7
S=c1nc(-c2ccccc2)[nH]c2ccccc12 | ? | .

The list is partial; the hit share may differ from the screen's.
